Screens deposited in PubChem BioAssay by several laboratories.
pCIP destab = p/CIP protein destabilization. F442A p/CIP-EGFP cells, EGFP fluorescence, 16 h. decrease of EGFP signal, % at 10 µM. 290,000 tested, 0.01% active;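 active = EGFP signal decrease of at least 30% at 10 µM or well 3 SD below plate mean, unless failing retest; inactive = the rest, including hits failing retest or dose response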; note: some compounds called inactive have numbers as strong as hits; many of its hits are not listed in these tables
DNA FID counter = displaces DNA intercalator in HCV helicase counter-screen; AID 1845; 290,000 tested, 0.17% active; inhibition, % at 7.9 µM; DNA fluorescent intercalator displacement, fluorescence; in the data active = inhibition above about 37%;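 note: 0% = vehicle and 100% = reference compound; higher means more ethidium bromide displaced from hairpin DNA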
UBC9 SUMO inh = inhibitors of human SUMOylation (UBC9) | inhibition, % at 35 µM | HTRF SUMOylation assay, SAE1/SAE2 + UBC9, in vitro | 290,000 tested, 0.36% active | P63279 | AID 2006; in the data active = inhibition above about 50%, passing the limit was not always enough; note: strong numbers were not always called active
IMP-1 inhibitor = blocks Pseudomonas aeruginosa IMP-1 metallo-beta-lactamase. 290,000 tested, 0.45% active. inhibition, % at 5.6 µM. purified IMP-1, nitrocefin hydrolysis, epi-absorbance fluorescence;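 active = inhibition above the mean plus 3 SD of all compounds in the same screening run, cut at about 4.5% in these data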;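 note: 0% = IMP-1 with DMSO and 100% = DMSO wells lacking enzyme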
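Assay system: purified recombinant IMP-1 beta-lactamase. Input: IMP-1 0.2 nM before substrate addition. Buffer or medium: Zinc- and detergent-supplemented HEPES buffer, pH 7.1. Schedule: 25 °C, 15 min preincubation, 25 min reaction. Signal: Epi-absorbance fluorescence, 480 nm excitation, 530 nm emission. Evaluation: percent inhibition from optical density relative to buffer-blank wells.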
M18AAP inhibitor = PfM18AAP enzyme inhibition | AID 1822 | 290,000 tested, 1.2% active | recombinant PfM18AAP, H-Glu-NHMec fluorogenic cleavage | inhibition, % at 7.35 µM;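 active = inhibition above the campaign mean inhibition over all tested compounds plus 3 SD, cut at about 28% in these data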;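 note: 0% = plate median of test compound wells and 100% = 2 mM ZnCl2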
VIM-2 inhibitor = inhibitors of Pseudomonas aeruginosa VIM-2 metallo-beta-lactamase; purified VIM-2, nitrocefin hydrolysis, epi-absorbance fluorescence; inhibition, % at 5.6 µM; 290,000 tested, 0.89% active; AID 1527;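 active = inhibition above the mean of all tested compounds plus 3 SD, cutoff set per screening run, cut at about 7.5% in these data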;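 note: red hydrolysis product quenches plate fluorescence so inhibitors raise well fluorescence; 0% = enzyme with DMSO and 100% = DMSO without enzyme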
IDE inh = cellular human IDE inhibition. P14735. HEK cells, FAbetaB cleavage, fluorescence polarization. inhibition, % at 5.59 µM. 320,000 tested, 0.41% active. AID 434962;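 active = percent inhibition above the average of all tested compounds plus 3 SD, set per screening campaign, cut at about 16% in these data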;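 note: IDE supplied by intact live HEK cells; FP after avidin binding of uncleaved biotin substrate so inhibition keeps polarization high; 0% = DMSO wells and 100% = 60 µM reference IDE inhibitor Ii1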
Target sequence (P14735 whole entry, looked up): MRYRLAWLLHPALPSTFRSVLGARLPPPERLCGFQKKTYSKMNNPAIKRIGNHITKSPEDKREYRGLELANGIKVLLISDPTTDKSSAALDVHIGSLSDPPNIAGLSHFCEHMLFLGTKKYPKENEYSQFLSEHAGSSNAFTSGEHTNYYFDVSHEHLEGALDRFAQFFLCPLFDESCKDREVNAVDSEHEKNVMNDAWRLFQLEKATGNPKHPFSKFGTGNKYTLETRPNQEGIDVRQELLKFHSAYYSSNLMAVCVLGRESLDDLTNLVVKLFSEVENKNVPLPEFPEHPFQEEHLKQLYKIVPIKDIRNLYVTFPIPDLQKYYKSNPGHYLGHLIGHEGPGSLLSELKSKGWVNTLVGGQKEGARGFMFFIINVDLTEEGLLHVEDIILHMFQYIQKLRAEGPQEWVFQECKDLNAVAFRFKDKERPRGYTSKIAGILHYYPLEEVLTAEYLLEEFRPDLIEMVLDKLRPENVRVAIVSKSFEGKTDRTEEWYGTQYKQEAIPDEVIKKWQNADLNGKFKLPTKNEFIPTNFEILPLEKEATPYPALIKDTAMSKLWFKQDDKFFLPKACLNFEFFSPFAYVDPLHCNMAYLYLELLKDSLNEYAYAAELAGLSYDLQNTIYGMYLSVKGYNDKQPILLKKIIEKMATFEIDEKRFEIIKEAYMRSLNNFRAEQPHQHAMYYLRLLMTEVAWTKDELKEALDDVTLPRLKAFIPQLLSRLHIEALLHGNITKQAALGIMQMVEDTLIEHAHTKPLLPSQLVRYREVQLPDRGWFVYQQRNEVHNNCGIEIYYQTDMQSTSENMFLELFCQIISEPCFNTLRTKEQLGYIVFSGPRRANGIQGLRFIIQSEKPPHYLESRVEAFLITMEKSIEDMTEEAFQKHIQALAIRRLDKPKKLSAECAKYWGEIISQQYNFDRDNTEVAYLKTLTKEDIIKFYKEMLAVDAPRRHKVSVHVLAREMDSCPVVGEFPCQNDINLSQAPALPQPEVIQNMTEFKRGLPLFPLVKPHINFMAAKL
HCV NS3 hel inh = blocks Hepatitis C virus NS3 helicase unwinding; NS3 helicase DNA unwinding, Cy5 molecular beacon fluorescence; 290,000 tested, 0.56% active; AID 1800; inhibition, % at 10.9 µM;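 active = inhibition above the mean of all tested compounds plus 3 SD, set per campaign, cut at about 35% in these data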;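 note: 0% = DMSO wells and 100% = thioflavine S control wells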
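Test system: hepatitis C virus NS3 helicase domain fragment enzyme. Also added: annealed dual-labelled DNA beacon duplex, ATP-started. Timing: 60 min unwinding reaction at 25 °C after ATP addition. Technique: Cy5 fluorescence. Measure: % inhibition of unwinding.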
IDE cell activ = activators of human insulin-degrading enzyme in cells. HEK cells, FAbeta-B cleavage, fluorescence polarization; 0% vehicle, 100% cell-free pure enzyme wells. 340,000 tested, 0.073% active. activation, % at 5.96 µM;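 active = activation above the mean of all tested compounds plus 3 SD, set per screening campaign, cut at about 17% in these data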
An asterisk follows results filed as active; x = not tested or not shown; & = joins results of further samples. The list is partial, so the mix of outcomes need not match the whole.

SMILES	pCIP destab	DNA FID counter	UBC9 SUMO inh	IMP-1 inhibitor	M18AAP inhibitor	VIM-2 inhibitor	IDE inh	HCV NS3 hel inh	IDE cell activ
C1CCCN(C2CCNCC2)CC1	-1	6	12	-4.8	-3	-1.0	-5	-4	-1
COc1cccc(C(=O)N2CCC3(CC2)OCCO3)c1	-13	-4	4	-3.0	4	-4.0	-13	4	5
COC(=O)[C@H]1C[C@@H]1[C@H](NP(=O)(c1ccccc1)c1ccccc1)c1ccccc1	-12	-38	17	-2.4	1	-4.6	2	-7	-3
Nc1c([N+](=O)[O-])cc(F)c(N2CCNCC2)c1Br	0	8	8	-1.6	-3	-3.2	0	-14	-5
CSc1nc2ccccc2c(=O)n1-c1cccnc1	-14	-6	11	-3.0	-17	-1.7	-6	0	6
CCOC(=O)c1c(C)n(Cc2ccc3c(c2)OCO3)c2ccc(O)cc12	-9	-19	7	-2.8	6	-1.0	-3	-13	0
Cn1c(O)c(C=NCCN2CCNCC2)c(=O)[nH]c1=O	-1	-2	0	-0.6	8	-0.1	-4	3	x
Cc1cnn(C2CCN(C)CC2)c1N	-15	-2	10	-2.5	-9	-1.6	-8	-5	5
CC12CCC3C(CC=C4CC5(CCC43C)OCCO5)C1CCC2=O (stereo not given)	-8	-1	4	-3.6	-2	-1.4	-1	-1	-2
CCC1(CCc2ccncc2)C(=O)NC(=O)NC1=O	19	-2	12	-4.6	0	-3.1	4	-5	-1
C[C@H](O)[C@H]1CC[C@H]2[C@@H]3CCC4=CC(=O)CC[C@]4(C)[C@H]3CC[C@]12C	-12	-26	-31	-2.3	3	-0.9	1	6	2
CCOP(=O)(C(NC(=O)c1ccccc1Cl)=C(Cl)Cl)c1ccccc1 (stereo not given)	-4	-14	16	-4.4	0	-3.4	2	-11	3
N=C1c2ccccc2CN1NC(=O)C1CC1	-12	-1	17	-4.4	0	-5.6	0	6	6
CC(=NCc1ccc2c(c1)OCO2)c1c(O)n(C)c(=O)n(C)c1=O	-8	-12	-6	-3.3	4	1.8	10	-3	0
CN1CCN(c2nccc3c2ncn3C)CC1	9	8	28	-3.7	2	-2.6	-1	7	-3
CC(=O)OC1N=C(c2ccccc2)c2cc(C)ccc2NC1=O (stereo not given)	-1	-18	10	-2.0	3	-0.8	3	16	2
C#C[C@]1(O)CCC2C3CCC4=C/C(=N/OCC(=O)NC(C)C(=O)NC(CCSC)C(=O)O)CC[C@]4(C)C3CC[C@@]21C (stereo not given in full)	4	-24	5	-0.6	-4	-0.8	0	15	4
O=C(CN1CCCC1=O)N1CCOCC1	-2	2	14	-0.5	-1	-0.4	11	3	4
CON(C)C(=O)Nc1ccc(Cl)cc1	-4	-1	0	-1.4	-3	-2.1	2	5	6
O=C(COc1ccc(Br)cc1)N1CCN(Cc2c[nH]c3ccccc23)CC1	-10	6	13	-3.4	4	-2.7	-5	-1	2
CC(C)OP(=O)(O)NC(=O)c1ccccc1	34	1	-1	-1.3	4	-2.1	2	3	1
Cn1cc(C(=O)NC2CC2)c2ccccc21	-15	-2	5	-2.0	-4	-0.1	-2	-2	3
Cc1ccc(CC(=O)N2CCN(C)CC2)cc1	-2	-3	15	-2.9	-2	-0.8	3	11	0
CCOP(=O)(OCC)C(O)c1ccc(Br)cc1 (stereo not given)	-3	3	-7	-5.1	-3	-4.0	-9	-4	-2
CCOP(=O)(OCC)C(NC(=O)CN1C(=O)c2ccccc2S1(=O)=O)C(Cl)(Cl)Cl (stereo not given)	-11	-10	-5	-1.7	1	-3.6	2	2	5

Another view of part of the listing above.
Sequence of screens – pCIP destab, DNA FID counter, UBC9 SUMO inh, IMP-1 inhibitor, M18AAP inhibitor, VIM-2 inhibitor, IDE inh, HCV NS3 hel inh, IDE cell activ
CCC1(CCc2ccncc2)C(=O)NC(=O)NC1=O
    19, -2, 12, -4.6, 0, -3.1, 4, -5, -1
C[C@H](O)[C@H]1CC[C@H]2[C@@H]3CCC4=CC(=O)CC[C@]4(C)[C@H]3CC[C@]12C
    -12, -26, -31, -2.3, 3, -0.9, 1, 6, 2
CCOP(=O)(C(NC(=O)c1ccccc1Cl)=C(Cl)Cl)c1ccccc1 (stereo not given)
    -4, -14, 16, -4.4, 0, -3.4, 2, -11, 3
N=C1c2ccccc2CN1NC(=O)C1CC1
    -12, -1, 17, -4.4, 0, -5.6, 0, 6, 6
CC(=NCc1ccc2c(c1)OCO2)c1c(O)n(C)c(=O)n(C)c1=O
    -8, -12, -6, -3.3, 4, 1.8, 10, -3, 0
CN1CCN(c2nccc3c2ncn3C)CC1
    9, 8, 28, -3.7, 2, -2.6, -1, 7, -3
CC(=O)OC1N=C(c2ccccc2)c2cc(C)ccc2NC1=O (stereo not given)
    -1, -18, 10, -2.0, 3, -0.8, 3, 16, 2
C#C[C@]1(O)CCC2C3CCC4=C/C(=N/OCC(=O)NC(C)C(=O)NC(CCSC)C(=O)O)CC[C@]4(C)C3CC[C@@]21C (stereo not given in full)
    4, -24, 5, -0.6, -4, -0.8, 0, 15, 4
O=C(CN1CCCC1=O)N1CCOCC1
    -2, 2, 14, -0.5, -1, -0.4, 11, 3, 4
CON(C)C(=O)Nc1ccc(Cl)cc1
    -4, -1, 0, -1.4, -3, -2.1, 2, 5, 6
O=C(COc1ccc(Br)cc1)N1CCN(Cc2c[nH]c3ccccc23)CC1
    -10, 6, 13, -3.4, 4, -2.7, -5, -1, 2
CC(C)OP(=O)(O)NC(=O)c1ccccc1
    34, 1, -1, -1.3, 4, -2.1, 2, 3, 1
Cn1cc(C(=O)NC2CC2)c2ccccc21
    -15, -2, 5, -2.0, -4, -0.1, -2, -2, 3

New compounds follow.
SMILES	pCIP destab	DNA FID counter	UBC9 SUMO inh	IMP-1 inhibitor	M18AAP inhibitor	VIM-2 inhibitor	IDE inh	HCV NS3 hel inh	IDE cell activ
O=[N+]([O-])c1ccccc1CNCCc1ccc(F)cc1	9	14	5	-3.5	-10	-0.7	4	3	0
O=C(CN1CC(c2ccccc2)CC1=O)NCc1ccc(F)cc1 (stereo not given)	4	-6	-3	-4.6	1	-1.5	3	1	1
COc1cc(O)cc2c1C(=O)O[C@@H](C)CCCC(=O)CCCCC2	0	-19	-4	0.3	2	0.5	-2	15	-2
CCCCCCC[n+]1ccc(-c2cc[n+](CCCCCCC)cc2)cc1	1	55*	2	5.0*	9	-0.9	2	-43	5
C=CCN1CC[C@]23c4c5ccc(O)c4OC2C(=O)CC[C@@]3(O)C1C5 (stereo not given in full)	-3	-1	15	-1.5	10	-1.8	2	1	6
CCOc1ccc2nc(N=Nc3c(O)[nH]c(=O)[nH]c3=O)sc2c1	3	-1	1	-4.1	0	-1.9	-1	4	2
Cc1cc(Oc2ccc(C(F)(F)F)cc2[N+](=O)[O-])c2c3c(c(=O)oc2c1)CCCC3	2	-3	5	-1.3	2	-2.0	-4	2	8
COc1cc(CC2(CCc3ccncc3)C(=O)NC(=O)NC2=O)cc(OC)c1OC	-16	-18	12	-3.1	-5	-1.1	2	11	2
COc1ccc(-n2nc(C(=O)NCC(=O)N3CCC4(CC3)OCCO4)c3ccccc3c2=O)c(OC)c1	-12	-32	9	-3.9	5	-1.8	6	24	-1
CN1C(=O)c2ccccc2NC(=O)C1Cc1ccccc1 (stereo not given)	6	-13	28	0.1	4	1.2	-4	2	6
CC(=O)N1N=C2C3CCN(CC3)C2C1c1ccc(C)cc1 (stereo not given)	-12	-4	-10	-3.6	2	-1.6	-1	4	4
CCOc1ccccc1CN1CCCC(C(=O)c2cc(F)ccc2F)C1 (stereo not given)	-9	5	12	-1.6	-5	-1.0	-9	-11	5
CN1CCN(c2c(F)cc([N+](=O)[O-])c(N)c2Br)CC1	19	10	3	-1.3	-5	0.8	5	-6	2
O=C(c1cc(-c2cccnc2)nc2ccccc12)N1CCC2(CC1)OCCO2	2	-14	9	-2.7	14	-0.3	1	4	-3
COc1ccc(-n2c(O)c(C(C)=NCc3ccco3)c(=O)[nH]c2=O)cc1	-15	-6	21	-2.9	8	-1.3	5	3	5
CCOC(=O)C(O)(c1ccc(N)c(OC)c1)C(F)(F)F (stereo not given)	2	1	-18	-2.8	1	-3.5	4	3	6
O=[N+]([O-])/C=C1\NCCN1Cc1ccc(Cl)nc1	-1&-3	1&1	19&1	-1.5&-1.2	0&-1	-2.7&0.0	-5&0	0&-5	3&1
Cc1ccccc1-n1c(C)nc2sccc2c1=O	-1	-4	1	-3.2	-8	-1.9	1	-2	2
COc1ccc(N2C(=O)NC(=O)/C(=C\c3ccc([N+](=O)[O-])s3)C2=O)cc1	-10	-6	49	1.6	-2	-1.1	10	15	-8
O=C(c1cc(-c2ccncc2)nc2ccccc12)N1CCC2(CC1)OCCO2	-2	-11	2	-2.0	-4	-0.2	1	0	1
N=C1c2ccccc2CN1c1cccc([N+](=O)[O-])c1	9	-6	10	-0.6	1	-1.0	3	-5	-2
Cc1cc(C(=O)CN2CCCC2)c(C)n1-c1ccc(F)cc1	-12	-5	23	-2.6	-7	-0.9	-1	2	4
O=C1NC(=S)N(c2ccccc2)C(=O)C1C(c1ccncc1)C1C(=O)NC(=S)N(c2ccccc2)C1=O (stereo not given)	-5	-15	15	-1.5	10	-0.5	-8	31	5
CC(C)(C)P(=O)(c1ccncc1)N1CCCC1 (stereo not given)	11	1	-11	-5.6	2	-2.3	3	-1	-1
CCn1ccnc1CN1CCCC(C(=O)c2cc(C)c(OC)c(C)c2)C1 (stereo not given)	-13	13	16	-4.3	6	-3.8	0	-3	0

Later entries:
SMILES	pCIP destab	DNA FID counter	UBC9 SUMO inh	IMP-1 inhibitor	M18AAP inhibitor	VIM-2 inhibitor	IDE inh	HCV NS3 hel inh	IDE cell activ
CC(=O)Nc1ccccc1C(=O)OCc1ccc(C(=O)c2ccccc2)cc1	-19	-24	4	0.8	-3	-0.6	1	-11	7
O=C(O)c1ccc(N=Cc2c(O)n(Cc3ccc(F)cc3)c(=O)[nH]c2=O)cc1	-29	-1	-12	-3.5	-7	-3.1	-6	9	3
CCN(CC)S(=O)(=O)N1CCC(C(=O)N2CCC3(CC2)OCCO3)CC1	-2	-12	14	-2.1	-9	-1.4	4	8	0
O=c1[nH]c(=O)n(Cc2ccccc2)c(O)c1/C=C1\C=Nc2ccccc21	-3	-8	17	-2.1	9	0.3	2	9	-2
N#Cc1c(/N=C/C2C(=O)NC(=S)NC2=O)sc2c1CCCC2	-37	-2	13	-1.1	21	-3.0	6	8	-2
O=c1[nH]c(O)c(/C=C2\C=NN=C2c2ccccc2)c(=O)[nH]1	-11	0	3	-3.6	10	-4.5	5	0	-3
CCCC[N+]1(C)[C@@H]2CC(OC(=O)[C@H](CO)c3ccccc3)C[C@H]1[C@@H]1O[C@@H]12 (stereo not given in full)	-9	-1	6	0.2	-2	-1.8	4	-3	-4
COc1cc(CN2CCCC(C(=O)c3sccc3C)C2)cc(Cl)c1O (stereo not given)	-14	8	-3	-3.0	-3	0.8	1	-10	7
